Screening results (PubChem BioAssay)
Menin MLL FP TR: menin-MLL binding inhibition, Texas Red mutant peptide; O00255; Menin + Texas Red MLL mutant peptide, fluorescence polarization; Potency, µM (top dose mostly 61.6 µM), without a hit: at the top dose FP activity change, negative = inhibition, actives largely listed as inhibitors; actives 0.23% (n = 270,000); AID 1768; active = well fitted inhibition curve with a large enough effect in the polarisation, with a control signal flat, not every such curve was filed as active; inconclusive = small, poorly fitted or top-dose-only effect, or effect the other way, or a change in a side signal; inactive = no such curve, though single readings can be large or run the other way; the % refers to the polarisation; note: potency is the fitted concentration of half-maximal effect; % of control where 0% means no effect; many of its hits are not listed in these tables
Mito fusion yeast: mitochondrial division inhibition or fusion activation; S. cerevisiae fusion-defective mutant growth rescue, CellTiterGlo 48 h; Potency, µM (series often up to 46.1 µM), for inactives: top-dose growth rescue (activation), most hits filed as activators; actives 0.23% (n = 320,000); AID 485298;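 note: potency is the fitted concentration of half-maximal effect; % of control where 0% means no effect; nearly all actives have a fitted effect of over 45% in size; temperature-sensitive fusion mutants such as fzo1-1 at 37 °C on non-fermentable ethanol glycerol medium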
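Luminescent cell viability in 1536-well qHTS format served as the measure of rescued growth in ts fusion-mutant S. cerevisiae cultured on non-fermentable YPEG for 48 hours at 37C.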
FLuc counter: firefly luciferase modulation, counter-screen for miR-21 project; actives 6.9% (n = 360,000); AID 588342; purified FLuc, Km substrates, luminescence inhibition; P08659; Potency, µM (titrated, usually from 57.5 µM), inactives show at the top dose activity change, negative = inhibition, hits mostly inhibitors;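 note: potency is the fitted concentration of half-maximal effect; plate controls were vehicle for no effect and reference inhibitor for full effect; nearly all actives have a fitted effect of over 55% in size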
Target sequence (P08659 whole entry, looked up): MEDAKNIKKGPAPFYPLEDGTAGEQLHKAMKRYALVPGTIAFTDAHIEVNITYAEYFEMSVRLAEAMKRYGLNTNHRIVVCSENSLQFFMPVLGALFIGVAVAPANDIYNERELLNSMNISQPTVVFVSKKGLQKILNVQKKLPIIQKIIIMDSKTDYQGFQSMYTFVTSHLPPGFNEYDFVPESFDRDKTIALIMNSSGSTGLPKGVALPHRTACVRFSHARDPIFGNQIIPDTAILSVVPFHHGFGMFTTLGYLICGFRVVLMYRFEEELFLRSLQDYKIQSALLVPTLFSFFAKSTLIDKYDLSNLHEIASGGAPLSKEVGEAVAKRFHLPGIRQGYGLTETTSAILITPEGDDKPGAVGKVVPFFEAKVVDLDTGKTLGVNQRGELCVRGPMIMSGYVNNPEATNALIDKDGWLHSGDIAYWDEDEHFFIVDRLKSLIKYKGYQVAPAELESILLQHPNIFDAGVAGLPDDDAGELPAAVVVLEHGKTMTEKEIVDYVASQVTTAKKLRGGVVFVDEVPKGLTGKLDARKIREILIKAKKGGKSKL
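Purified P. pyralis luciferase, 10 nM final, with Km-level 10 uM D-luciferin and 10 uM ATP in 50 mM Tris acetate pH 7.5, 10 mM Mg acetate, 0.01% Tween-20, 0.05% BSA; 6-point qHTS titration about 60 µM downward; luminescence read.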
KCNH2 3.1 inh: inhibitors of human KCNH2 3.1 potassium channel isoform; U2OS KCNH2 3.1, thallium flux FluxOr; stronger effect = lower value; actives 0.95% (n = 340,000); activity change, % (tested at about 1.8 µM);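 active = maximum activity change below -70%; inconclusive = maximum activity change from -70% to -50%; inactive = maximum activity change above -50%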;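 note: thallium influx rate constant from kinetic fluorescence after stimulation buffer; % is set by controls: 0 for no effect and ±100 for the full control effect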
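Normalized rate constant (relative to positive and negative DMSO controls) derived from a 2 min kinetic fluorescence read after stimulation; U2OS cells expressing the 3.1 isoform via virus at 1.77 x 10^8 /mL.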
Rab9 promoter act: activates the Rab9 promoter; Huh7 Rab9 promoter-luciferase reporter, luminescence, 24 h; actives 2.8% (n = 320,000); Potency, µM (doses to about 9.22 µM), for the others: at the highest dose activation, negative = inhibition, most hits filed as activators; note: potency is the fitted concentration of half-maximal effect; % of control where 0% means no effect; nearly all actives have a fitted effect of over 60% in size
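Huh7 cells stably carrying a Rab9 promoter-luciferase reporter, 1500 cells per well in OP-MEM I with 10% FBS, treated with compound 24 hours at 37C. Luciferase activity read by luminescence after 10 minutes with Amplite reagent.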
NPC1 promoter act: activators of NPC1 promoter. AID 485313. Huh7 NPC1 promoter luciferase reporter, 24 h. actives 2.4% (n = 320,000). Potency, µM (doses to about 9.22 µM), for inactives: at the top dose activation, actives largely listed as activators;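 note: potency is the fitted concentration of half-maximal effect; % of control where 0% means no effect; nearly all actives have a fitted effect of over 60% in size; reporter is driven by a mutant NPC1 promoter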
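Stably transfected Huh7 (NPC1 promoter→luciferase), 1500 cells/well in Opti-MEM + 10% FBS, 2 h settle, then compound 24 h at 37 °C. Luminescence after 10 min with Amplite reagent.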
VP16 counter: Gal4-VP16 reporter inhibition counter-screen; Drosophila S2 Gal4-VP16 UAS-luciferase, luminescence, 20 h; Potency, µM (titrated, usually from 53.6 µM), for the others: top-dose activity, negative = inhibition, usual class: inhibitors; actives 3.5% (n = 310,000); AID 2546;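 note: Gal4-VP16 expression switched on by copper sulfate through the metallothionein promoter; potency is the fitted concentration of half-maximal effect; % is set by controls: 0 for no effect and ±100 for the full control effect; nearly all actives have a fitted effect of over 50% in size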
ELG1 DNA repair: inhibitors of ELG1-dependent DNA repair in HEK293T cells | Potency, µM (doses to about 46.1 µM), inactives show at the top dose activity change, negative = inhibition, hits mostly inhibitors | actives 2.3% (n = 330,000) | HEK293T ELG1-luciferase reporter, luminescence, 16 h; DNA damage induced by 5-fluorouridine; note: potency is the fitted concentration of half-maximal effect; % is set by controls: 0 for no effect and ±100 for the full control effect; nearly all actives have a fitted effect of over 55% in size
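5-Fluorouridine DNA damage + compound/DMSO, 2,000 cells/well, 16 h, 37 °C/5% CO2. ONE-Glo, 30 min RT, luminescence. Readout = decrease in reporter signal.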
RORgamma inh: blocks mouse ROR gamma transcriptional activity; P51450; Drosophila S2 Gal4-RORgamma UAS-luciferase reporter, 20 h; Potency, µM (top dose mostly 53.6 µM), for inactives: at the highest dose activity change, negative = inhibition, actives largely listed as inhibitors; actives 5.4% (n = 310,000); note: potency is the fitted concentration of half-maximal effect; % is set by controls: 0 for no effect and ±100 for the full control effect; nearly all actives have a fitted effect of over 60% in size
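Drosophila S2 cells stably expressing Gal4-DBD/mouse RORγ fusion under metallothionein promoter plus UAS-luciferase; compound 1 h, then 700 uM CuSO4 induction for 20 h at ambient temperature; inhibition read as reduced luminescence.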
PKM2 activator: PKM2 (human) enzyme activation. P14618. purified PKM2, Kinase-Glo ATP luminescence, activation; response scale: 0% is enzyme alone, no compound. Potency, µM (top dose mostly 57.5 µM), for inactives: at the highest dose activation, most hits filed as activators. actives 0.34% (n = 260,000); note: potency is the fitted concentration of half-maximal effect; % is set by controls: 0 for no effect and ±100 for the full control effect; nearly all actives have a fitted effect of over 55% in size
Target sequence (P14618 whole entry, looked up): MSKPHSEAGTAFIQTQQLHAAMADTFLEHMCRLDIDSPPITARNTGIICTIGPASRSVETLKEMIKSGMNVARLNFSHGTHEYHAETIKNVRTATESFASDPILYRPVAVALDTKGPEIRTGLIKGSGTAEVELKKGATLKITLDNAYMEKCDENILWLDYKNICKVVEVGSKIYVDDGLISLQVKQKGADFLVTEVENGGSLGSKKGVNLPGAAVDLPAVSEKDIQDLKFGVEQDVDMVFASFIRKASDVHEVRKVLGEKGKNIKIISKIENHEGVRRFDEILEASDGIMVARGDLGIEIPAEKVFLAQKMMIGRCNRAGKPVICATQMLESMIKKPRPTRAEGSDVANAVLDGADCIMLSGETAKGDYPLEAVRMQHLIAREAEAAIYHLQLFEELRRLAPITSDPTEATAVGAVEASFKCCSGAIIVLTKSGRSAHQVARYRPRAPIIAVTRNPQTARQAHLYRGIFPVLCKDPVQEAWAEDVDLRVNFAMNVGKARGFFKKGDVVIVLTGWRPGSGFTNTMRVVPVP
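Purified hPK-M2 (>95% pure) converted ADP (0.1 mM final) to ATP with 0.5 mM PEP in 50 mM imidazole pH7.2, KCl, MgCl2, Tween 20, BSA; 1 h at room temperature. ATP detected by Kinase-Glo luminescence.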
MBNL1 CUG block: blocks human MBNL1 binding to CUG repeat RNA | TR-FRET MBNL1-His/biotin-(CUG)12 binding, 665/545 ratio | AID 2675 | Q9NR56 | actives 0.036% (n = 280,000) | Potency, µM (doses to about 57.5 µM), inactives show at the highest dose activity change, negative = inhibition, most hits filed as inhibitors; active = well fitted inhibition curve with a large enough effect in the signal ratio, with a control signal flat, not every such curve was filed as active; inconclusive = small, poorly fitted or top-dose-only effect, or effect the other way, or a change in a side signal; inactive = no such curve, though single readings can be large or run the other way; the % refers to the signal ratio; note: potency is the fitted concentration of half-maximal effect; % is set by controls: 0 for no effect and ±100 for the full control effect
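Inhibition of protein-RNA binding appears as loss of TR-FRET between terbium anti-His antibody on MBNL1-His and streptavidin-XL665 on biotin-(CUG)12. Activity is normalized to buffer-only and uninhibited-complex controls.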
The depositor's hits bear a star; ? = inconclusive; · = not tested or not shown; [ ] = remark or other dose. Unless noted, calls come from the whole dose curve; as a rule, active = well fitted curve in the direction sought with a large enough effect; inconclusive = small, poorly fitted or top-dose-only effect, or another doubt; inactive = no such curve, though single readings can be large; an effect the other way counts as inactive or inconclusive.

SMILES | Menin MLL FP TR | Mito fusion yeast | FLuc counter | KCNH2 3.1 inh | Rab9 promoter act | NPC1 promoter act | VP16 counter | ELG1 DNA repair | RORgamma inh | PKM2 activator | MBNL1 CUG block
Cc1ccccc1C(=O)NNC(=O)c1ccc(Br)cc1 | 6.2% | 5.1% | ? | -5.3 | ? | ? | 20.3% | ? | 7.4% | -8.0% | -0.9%
COc1cccc2c1OC1(C)CC2NC(=O)N1c1cccc(C(=O)N2CCN(c3ccccn3)CC2)c1 (stereo unspecified) | 3.0% | 1.6% | -0.8% | -18.3 | · | · | 5.0% | · | -0.2% | -2.5% | 0.1%
CCCCN(C(=O)c1ccc(N2CCCC2=O)cc1)c1c(N)n(CCCC)c(=O)[nH]c1=O | · | -2.6% | 1.3% | 1.8 | -5.5% | 2.4% | · | 10.1% | · | · | ·
O=C(Cc1ccccc1)NCCS(=O)(=O)N1CCN(c2cccc(Cl)c2)CC1 | · | 6.4% | 7.8% | 0.7 | -2.1% | -0.9% | · | -24.7% | · | · | ·
COc1ccc(N=C2NC(=O)/C(=C/C=C/c3ccccc3)S2)cc1 | · | 9.3% | ? | -39.6 | -0.1% | -6.3% | 1.4% | -7.2% | 7.2% | -0.4% | -1.5%
Cc1ccc(C(=O)COC(=O)c2ccc3c(c2)C(=O)N(c2cccc4ncccc24)C3=O)cc1 | -2.8% | 1.0% | ? | 26.7 | 0.9% | -1.3% | ? | -28.2% | ? | -7.4% | -7.0%
Cc1ccc(-c2onc3ccc(Br)cc23)cc1 | 12.4% | -11.1% | ? | 19.6 | 2.5% | 4.1% | -13.5% | 10.7% | -23.2% | · | 11.2%
COc1ccc(CNC(=O)c2onc(C)c2Cl)cc1 | 0.3% | 0.4% | -1.2% | 34.5 | 2.0% | -2.2% | 25.9% | 8.6% | -29.2% | 0.8% | -11.4%
CCOC(=O)C1=C(C)NC(=O)NC1c1ccccc1OCc1c(F)cccc1Cl (stereo unspecified) | -12.7% | 2.6% | 4.9% | -12.2 | 2.5% | -3.3% | -6.8% | 12.5% | -4.9% | -1.5% | -1.2%
CCCOc1ccc2oc(=O)c3c(c2c1)CCCN3C(=O)CN1CCN(c2ncccn2)CC1 | -7.6% | -7.1% | -1.7% | 1.6 | 10.7% | -3.2% | 6.6% | 6.4% | 16.8% | -3.5% | -2.2%
CC(=O)Nc1ccc2nc(-c3cccn3C)[nH]c2c1 | 13.3% | -4.3% | ? | 9.0 | ? | 27.4% | ? | ? | 9.4% | -1.1% | -4.7%
O=C(CCN1C(=O)c2ccccc2C1=O)NCc1ccco1 | 7.6% | 0.1% | 3.5%[2.3 µM] | 20.2 | -0.9% | 29.0% | 6.5% | -0.2% | 11.9% | 4.8% | 1.7%
CCC(C)C(NC(=O)C(C)NC(=O)CNC(=O)OC(C)(C)C)C(N)=O (stereo unspecified) | 1.8% | 1.5% | -2.1% | 4.2 | -3.9% | -2.5% | -6.4% | 5.5% | -15.5% | 0.5% | -8.4%
Cc1ccc(-n2c(SCC(=O)N3Cc4ccccc4CC3C(=O)O)nnc2-c2cccnc2)c(C)c1 (stereo unspecified) | -9.4% | -2.9% | -0.9% | -2.2 | -0.9% | 9.8% | -14.4% | ? | ? | 6.8% | -7.6%
S=C1NCCc2ccccc2C1c1ccccc1Cl (stereo unspecified) | 21.1% | 6.2% | -9.6% | 17.1 | -1.9% | -7.4% | 3.55µM* | -0.6% | 7.94µM* | 12.1% | -10.1%
CC(=O)Nc1ccc(S(=O)(=O)NCCC(=O)OCc2nnc(-c3ccccc3)o2)cc1 | · | -0.3% | 1.4% | 4.0 | -1.0% | -3.5% | · | 14.9% | · | · | ·
O=C(NCc1ccc(Cl)c(Cl)c1)c1ccc2c(c1)OCO2 | · | 8.8% | -1.2% | -0.5 | -0.9% | 0.4% | 21.3% | 28.9% | 0.0% | -10.2% | -1.5%
CCCCc1nc2cc(C(=O)NCc3nccn3CC)ccc2o1 | -9.8% | -16.1% | -17.5% | 3.7 | ? | 17.0% | ? | 0.0% | -27.2% | · | -0.8%
O=C(CSc1nnc2ncccn12)Nc1cccc2ccccc12 | 14.9% | -7.7% | 0.4% | 16.9 | 3.9% | -1.3% | 9.7% | ? | 37.0% | 3.7% | 12.8%
CCn1c(SCC(=O)NC(=O)Nc2ccc3c(c2)OCCO3)nnc1-c1cccs1 | 3.0% | 3.1% | 19µM* | -5.7 | 7.6% | 1.7% | 4.3% | ? | -8.4% | 1.5% | -8.1%
COc1ccc(S(=O)(=O)N2CCC(C(=O)Nc3ccc(S(=O)(=O)N4CCCC4)cc3)CC2)cc1OC | · | -1.6% | -1.8% | -8.2 | 2.1% | -4.6% | · | -24.1% | · | · | ·
CNC(=S)N(CCO)Cc1cc2cc3c(cc2[nH]c1=O)OCCO3 | -23.7% | 6.5% | -1.4% | -17.3 | -6.4%[1.84 µM] | -10.8% | 7.1% | 10.6% | 0.2% | · | -9.8%
CC(=O)c1ccc2c3c(cccc13)C(=O)N(CCc1ccccc1)C2=O | ? | 7.5% | 10.7µM* | -2.5 | 3.98µM* | 3.98µM* | -3.7% | ? | 8.0% | -1.7% | 17.5%
O=C(Cc1ccc([N+](=O)[O-])cc1)N1CCc2ccccc2C1 | 0.1% | ? | 1.3% | 6.5 | -2.3% | 0.8% | 24.6% | 0.5% | -1.5% | -4.5% | 3.9%[11.5 µM]
O=C(CCSCc1ccc(Cl)cc1)NCc1ccco1 | 4.6% | -5.1% | -14.3% | 16.7 | -4.0% | -1.8% | 3.4%[10 µM] | 0.1% | 14.8% | 15.4% | -15.7%
CC(C)(C)[C@@H]1C=C(C(N)=O)O[C@H](OCc2ccc(CO)cc2)C1 | · | 3.6% | -2.8% | 1.7 | -11.3% | -2.5% | -20.9% | ? | -0.7% | -3.7% | 10.9%
Cc1ccc(NS(=O)(=O)c2cc(C(=O)N(C)C)ccc2C)cc1C | -27.7% | -3.9% | -0.3% | 10.8 | -8.7% | -0.9% | -18.9% | 7.5% | 22.0% | 3.2% | -4.4%
COc1cc(NC(=O)CSc2nccc(C)n2)c(C(=O)O)cc1OC | -5.0% | -1.9% | 3.2% | -1.9 | 2.1% | -2.6% | 1.0% | 15.8% | 30.3% | 7.6% | -15.5%
CCOC(=O)C1(C)NC(c2cccs2)C2C(=O)N(c3ccc(OC)cc3)C(=O)C21 (stereo unspecified) | 17.1% | -1.9% | -0.9% | 22.2 | -12.7% | -0.6% | -15.4% | 12.5% | 6.3% | -6.8% | 10.6%
Cc1cccc(NC(=S)NNC(=O)c2ccc(Br)o2)c1 | 19.9% | -3.3% | ? | -14.3 | 7.2% | -2.1% | -14.8% | 19.2% | ? | -3.5% | -4.9%
O=C(CSc1nnc2ccccn12)NCCc1ccc(F)cc1 | -0.8% | 9.4% | -1.7% | -7.8 | -5.7% | -1.1% | -13.4% | 3.4% | 4.0% | -1.7% | -6.4%
CCCOc1ccc(OCC(=O)c2[nH]c(C)c(C(C)=O)c2C)cc1 | · | -6.6% | -9.4% | -12.3 | -24.0% | 0.4% | ? | 0.9% | 44.1% | 0.4% | 5.1%
CCn1cc(CN2CCC(n3nccc3NC(=O)CCCc3ccccc3)CC2)cn1 | · | 0.1% | 2.0% | -34.8 | 8.6% | 0.5% | 7.4% | 2.3% | -8.4% | -0.6% | 1.2%
O=C(N/N=C/c1ccccc1)c1cc[n+]([O-])cc1 | -1.0% | -3.4% | 0.9% | 0.2 | -0.9% | -6.7% | -4.1% | 20.2% | 0.9% | -1.1% | 18.9%
O=C(CCCC(=O)c1ccc(O)cc1)c1ccc(O)cc1 | · | -0.9% | 2.39µM* | -10.5 | ? | 3.55µM* | · | ? | · | · | ·

This is a subset; count on the stated rates, not on these rows.
